LmPK inhibitor – qHTS Assay for Inhibitors of Leishmania Mexicana Pyruvate Kinase (LmPK). actives 0.37% (n = 290,000). Q27686. AID 1721, 2009. Potency, µM (titrated, usually from 57.5 µM), inactives show at the highest dose activity change, negative = inhibition, most hits filed as inhibitors. purified LmPK, Kinase-Glo ATP luminescence, 1 h; further: potency means the concentration at half of the fitted maximal effect; on the % scale 0 is the no-effect control and ±100 the full control effect
Target sequence (Q27686 whole entry, looked up): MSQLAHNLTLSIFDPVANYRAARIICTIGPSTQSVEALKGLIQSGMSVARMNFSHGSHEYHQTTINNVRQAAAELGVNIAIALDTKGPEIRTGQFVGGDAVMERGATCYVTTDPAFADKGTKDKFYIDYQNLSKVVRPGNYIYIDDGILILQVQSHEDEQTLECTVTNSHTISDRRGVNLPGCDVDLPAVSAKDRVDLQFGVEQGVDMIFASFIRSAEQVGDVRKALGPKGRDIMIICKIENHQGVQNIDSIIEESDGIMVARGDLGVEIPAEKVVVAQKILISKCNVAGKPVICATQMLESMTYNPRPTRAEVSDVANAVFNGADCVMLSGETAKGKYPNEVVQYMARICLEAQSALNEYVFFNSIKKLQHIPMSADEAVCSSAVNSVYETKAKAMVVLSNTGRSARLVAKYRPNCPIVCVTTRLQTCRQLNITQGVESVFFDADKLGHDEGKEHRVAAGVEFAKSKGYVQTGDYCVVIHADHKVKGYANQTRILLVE
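ATP generated from ADP (0.1 mM) and PEP (0.5 mM) by 0.1 nM LmPK over 1 h at room temperature (pH 7.2 imidazole buffer) was detected by coupled luciferase luminescence. Values were normalized to uninhibited and no-enzyme wells.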
Shiga inhibitor – A qHTS for Small Molecule Inhibitors of Shiga Toxin. Vero cells, Shiga toxin protein synthesis inhibition reporter. inhibition, % at 38.7 µM. actives 9.2% (n = 290,000). AID 2315, 2010; in the data active means inhibition mostly above about 28%, no sharp cut-off; inactive means mostly below about 43%; further: 0% is about no effect
Pf growth 96h – Primary qHTS for delayed death inhibitors of the malarial parasite plastid, 96 hour incubation; actives 6.9% (n = 320,000); Potency, µM (titrated, usually from 28.7 µM), inactives show top-dose activity change, negative = inhibition, actives largely listed as inhibitors; AID 504834, 2011; P. falciparum luciferase reporter growth, 96 h; further: potency means the concentration at half of the fitted maximal effect; on the % scale 0 is the no-effect control and ±100 the full control effect
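Delayed-death screen, second-generation endpoint: infected erythrocytes, 2% hematocrit, 0.05% parasitemia final; 96 hours at 37 C, 5% CO2; luciferase detection reagent; luminescence decrease equals reduced growth.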
HCV inhibitor – qHTS Assay for Inhibitors of Hepatitis C Virus (HCV) | Huh7.5.1 HCVcc-Cre infection, luciferase reporter, 44 h | Potency, µM (highest dose often 41.8 µM), inactives show at the top dose activity change, negative = inhibition, actives largely listed as inhibitors | actives 3.4% (n = 340,000) | AID 651820, 2012; further: potency means the concentration at half of the fitted maximal effect; on the % scale 0 is the no-effect control and ±100 the full control effect
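HCVcc-Cre virus at an moi near 0.5 was added right after compound to cells cultured 4 h from seeding (1,000 cells/well). Luciferase activity was determined 44 h later, 15 min after substrate addition at RT.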
Pf growth 48h – Primary qHTS for delayed death inhibitors of the malarial parasite plastid, 48 hour incubation. P. falciparum luciferase growth in erythrocytes, 48 h. Potency, µM (titrated, usually from 28.7 µM), for inactives: at the top dose activity change, negative = inhibition, hits mostly inhibitors. actives 5.9% (n = 310,000). AID 504832, 2011; further: potency means the concentration at half of the fitted maximal effect; on the % scale 0 is the no-effect control and ±100 the full control effect
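Luciferase-expressing parasites in RBCs, 2% Hct / 0.1% parasitemia final; RPMI 1640 + 0.5% Albumax; 37 C, 5% CO2, one generation; luminescence read-out, lower signal = inhibition.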
Tb PYK inh – qHTS of Trypanosoma Brucei Inhibitors; pyruvate kinase (Trypanosoma brucei), Q57TT1; TbPYK enzyme, Kinase-Glo Plus ATP luminescence, 45 min; Potency, µM (doses to about 76.8 µM), for the others: at the top dose activity, negative = inhibition, hits mostly inhibitors; actives 0.12% (n = 410,000); further: potency means the concentration at half of the fitted maximal effect; on the % scale 0 is the no-effect control and ±100 the full control effect; nearly all actives have a fitted effect of over 50% in size
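Assay buffer: 50 mM TEA pH 7.2, 100 mM KCl, 10 mM MgCl2, 0.05% BSA, 0.01% Tween-20. Pyruvate kinase from T. brucei plus substrate met compound, then ADP (130 uM final). Luminescence was read post 45 min RT.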
CHX counter – Cycloheximide Counterscreen for Small Molecule Inhibitors of Shiga Toxin | cell reporter, cycloheximide protein synthesis inhibition counterscreen | max response, % | actives 12% (n = 300,000) | AID 2314, 2010; in the data active means max response mostly above about 13%, no sharp cut-off; inactive means mostly below about 14%; further: read at 38.3 µM for the half of the compounds with a filed dose; 0% is about no effect
An asterisk follows results filed as active; ? = inconclusive; nt = no result given; [ ] = another dose, or the depositor's remark. Unless noted, the call rests on the fitted dose curve; in most records, active means well fitted curve in the direction sought with a large enough effect; inconclusive means small, poorly fitted or top-dose-only effect, or another doubt; inactive means no such curve, though single readings can be large; an effect the other way counts as inactive or inconclusive.

Below each compound: LmPK inhibitor | Shiga inhibitor | Pf growth 96h | HCV inhibitor | Pf growth 48h | Tb PYK inh | CHX counter
(1) COC(=O)c1cccc(N(CC(=O)NCC2CCCO2)C(=O)CCC(=O)Nc2cc(C)on2)c1 (configuration not stated)
    -0.6% | -11.3 | ? | 12.6% | 7.3% | 4.7% | -2.4
(2) CCc1nnc(NC(=O)c2nc(S(=O)(=O)Cc3ccccc3)ncc2Cl)s1
    -8.9% | 113.7* | 0.0% | ? | 4.1% | -8.4% | 74.8*
(3) Cc1cccc(NC(=S)N2CCN(C(=O)c3ccco3)CC2)c1C
    -3.3% | 5.1 | -9.1% | -3.8% | 7.4% | -1.8% | -0.5
(4) COC(=O)C1CCN(C(=O)C(C)Oc2ccc(Cl)cc2Cl)CC1 (configuration not stated)
    0.9% | 19.5 | nt | -7.2% | 19.8% | 4.4% | -3.3
(5) Cc1ncc([N+](=O)[O-])n1CC(=O)Nc1ccc(F)cc1F
    -2.5% | 26.0 | 71.8%[activator] | 8.7% | -0.3% | -5.3% | 2.5
(6) CCC(Sc1nnc(C)s1)C(=O)Nc1nccs1 (configuration not stated)
    3.8% | 2.8 | nt | 4.3% | 13.4% | 1.1% | -0.7
(7) Cc1ccnc(SCC(=O)N2CCN(c3cccc(Cl)c3)CC2)n1
    0.0% | -13.3 | ? | -14.1% | 3.6% | -4.6% | -3.8
(8) COc1ccc(CCC(=O)Nc2cccc(S(=O)(=O)N3CCCC3)c2)cc1OC
    nt | nt | ? | ? | ? | 0.0% | nt
(9) COC(=O)Nc1nnc(-c2ccc(OC)cc2)s1
    ? | 101.5* | 255.6%[activator] | -3.5% | 164.3%[activator] | 0.8% | 29.6*
(10) COc1ccc(Nc2oc(COc3ccc(OC)cc3)nc2C#N)cc1
    0.0% | 2.9 | 24.9% | ? | ? | -5.8% | -2.4
(11) Cc1c2ccccc2nc2c(F)c(N(C)C)c(F)c(F)c12
    -3.9% | 23.1 | 29.6% | -26.3% | -5.1% | -15.5% | 27.7*
(12) COc1cc(C(O)CN)ccc1O (configuration not stated)
    nt | nt | -4.1% | -3.3% | 12.4% | 0.6% | nt
(13) Cc1cc(-c2c(C)n([O-])c(C)c(C)[n+]2=O)ccc1F
    -5.6% | -16.1 | -29.2% | 0.5% | 17.5% | 0.2% | -12.6
(14) CCN(CC(=O)NCc1ccc(Cl)cc1)C(=O)c1ccc(S(=O)(=O)N(C)C)cc1
    3.5% | 22.9 | ? | 6.9% | -21.0% | -0.3% | -3.8
(15) Cc1ccnc(NC(=O)CCC(=O)N(CC(=O)NC(C)(C)C)c2ccc3c(c2)OCCO3)c1
    2.4% | 29.4 | -1.9% | -5.4% | -22.2% | -4.2% | 4.3

Ordered by molecular weight (smallest number first): part of the list above.
Below each compound: LmPK inhibitor | Shiga inhibitor | Pf growth 96h | HCV inhibitor | Pf growth 48h | Tb PYK inh | CHX counter
(13) Cc1cc(-c2c(C)n([O-])c(C)c(C)[n+]2=O)ccc1F
    -5.6% | -16.1 | -29.2% | 0.5% | 17.5% | 0.2% | -12.6
(7) Cc1ccnc(SCC(=O)N2CCN(c3cccc(Cl)c3)CC2)n1
    0.0% | -13.3 | ? | -14.1% | 3.6% | -4.6% | -3.8
(8) COc1ccc(CCC(=O)Nc2cccc(S(=O)(=O)N3CCCC3)c2)cc1OC
    nt | nt | ? | ? | ? | 0.0% | nt

(continued)
Below each compound: LmPK inhibitor | Shiga inhibitor | Pf growth 96h | HCV inhibitor | Pf growth 48h | Tb PYK inh | CHX counter
(16) CCCn1ccc(O)c(Cc2ccc(Cl)cc2)c1=O
    4.2% | -10.6 | -9.7% | 12.7% | 10.6% | -3.2% | -2.4
(17) COc1ccccc1CC1/C(=N/O)C2CCN1CC2 (configuration not stated)
    4.6% | -2.2 | ? | 11.8% | -5.2% | 0.0% | -3.9
(18) O=C1C2CCCN2c2ccc(S(=O)(=O)N3CCOCC3)cc2N1Cc1ccccc1F (configuration not stated)
    4.9% | -7.9 | 11.7µM* | -2.6% | ? | 2.2% | -3.5
(19) O=C(c1cccs1)N(c1ccc(Br)cc1)C1C=CS(=O)(=O)C1 (configuration not stated)
    -3.8% | 3.9 | -7.2% | 22.2% | -13.5% | -5.0% | -2.3
(20) COc1ccc(C(=O)N2CCCCCC2)cc1OC1CCN(C(C)C)CC1
    -13.6% | -23.3 | ? | -19.3% | 8.7% | -10.0% | -2.2
(21) COc1ccc(CNC(=O)CN(C(=O)CCC(=O)Nc2nccs2)c2ccccc2C)cc1
    0.8% | -8.1 | 7.3% | -4.0% | ? | -2.6% | -5.0
(22) O=C(C1CCC1)N1CCN(S(=O)(=O)c2cc(F)ccc2F)CC1
    nt | nt | -7.8% | 18.6% | 9.8% | -6.4% | nt
(23) CCOC(=O)C1=C(C)N=c2s/c(=C\c3cc(OC)c(OC)c(OC)c3)c(=O)n2C1/C=C/c1ccccc1 (configuration not stated)
    4.3% | -17.6 | 2.08µM* | ? | 14.7µM* | -3.9% | -2.5
(24) Cc1cc(=O)oc(C)c1C(=O)OCC(=O)c1ccccc1
    10.7% | 33.7 | 3.9% | 7.6% | 26.7% | 3.5% | 29.6*
(25) CC(C)Cc1nnc(NC(=O)CCc2ccccc2)s1
    -4.2% | 7.6 | -25.0% | 6.1% | -16.9% | -18.5% | -1.5
(26) COc1ccccc1NC(=O)CCNC(=O)c1ccc(C)cc1
    4.3% | 3.9 | 1.7% | 7.0% | 0.9% | -4.5% | 12.5
(27) CC1(C)CC(=O)C=C(NC2CCCCCCC2)C1
    3.0% | -2.6 | 3.7µM* | 18.9% | ? | -2.1% | -3.3
(28) O=C(Nc1nc(-c2ccccn2)cs1)C1CC1
    -8.0% | 42.5* | ? | -3.4% | ? | -1.5% | 31.5*
(29) CNC(=O)CC(CC(=O)c1ccccc1)c1ccccc1 (configuration not stated)
    nt | nt | 28.8% | 9.0% | -2.7% | -4.4% | nt
(30) COc1ccc(C(=O)C2CCN(C(=O)c3ccc(C)cc3)CC2)cc1
    0.4% | -17.8 | ? | ? | 0.1% | 2.8% | -0.9
(31) CCOC(=O)c1cc(CO)cc(C(=O)OCC)c1
    -8.0% | 7.0 | 48.4%[activator] | 9.1% | 32.4%[activator] | -2.9% | -4.0
(32) Cc1noc(C)c1COc1ccc(C(=O)NCCc2ccc(S(N)(=O)=O)cc2)cc1
    nt | nt | ? | -10.2% | -26.8% | 4.7% | nt
(33) Brc1ccc(CSc2nnc(Cc3c[nH]c4ccccc34)o2)cc1
    4.7% | 3.7 | -8.7% | -0.3% | ? | 1.9% | -3.2
(34) Fc1cccc(Cl)c1/C=N/n1c(-c2cccnc2)n[nH]c1=S
    6.5% | 31.9 | ? | 1.3% | 0.0% | ? | 4.9
(35) Cc1ccc(-c2noc(CCC(=O)N(C)c3ccccc3C)n2)cc1
    4.4% | 22.9 | 23.4% | ? | ? | 0.7% | -1.2
(36) COCc1c(C(=O)OCC(=O)NCCc2ccc(S(N)(=O)=O)cc2)oc2ccccc12
    nt | nt | -15.9% | -10.3% | -12.2% | 2.5% | nt
(37) COc1cccc2c1OC[C@@H](CO)[C@H]2N(C)C(=O)Nc1ccc(Cl)cc1
    2.8% | -3.4 | ? | ? | -9.7% | 1.0% | -1.4
(38) CCn1cc(C(=O)NN)c(=O)c2cc(F)c(NC3CCCCC3)cc21
    -2.0% | 2.5 | -22.0% | -7.8% | ? | -9.8% | 0.9
(39) O=S(=O)(c1cccc(-c2nc3ccccc3s2)c1)N1CCCC1
    1.5% | 35.9 | 3.1% | ? | -19.7% | -1.2% | 35.6*
(40) Cc1cc(C)n(-c2ccc(C(=O)OCC(=O)NCc3ccc(F)cc3)cc2)n1
    -2.6% | -6.6 | 29.7% | 20.7% | 13.2% | -3.9% | 4.2
(41) O=C(Nc1ccc(NC(=O)N2CCN(c3ccccc3O)CC2)cc1)N1CCN(c2ccccc2O)CC1
    3.0% | 4.1 | 5.86µM* | -20.0% | ? | 5.4% | -3.7
(42) CCOc1ccc(OCCC(=O)OCC(=O)NCc2ccc(Cl)cc2)cc1
    nt | nt | 46.6%[activator] | 18.4% | 2.1% | -4.6% | nt
(43) c1cc2nnnn2nc1N1CCCCC1
    -2.3% | 43.5 | -14.2%[5.75 µM] | 16.2% | -10.2% | 4.6% | 1.2
(44) O=C1CCCN1CCC1CCCCN1Cc1nc(COc2ccccc2)no1 (configuration not stated)
    -4.0% | 10.1 | ? | 19.6% | -0.8% | 0.2% | -0.8
(45) CNC(=O)Nc1cccc(NC(=O)NC)n1
    0.4% | 16.9 | ? | -4.1% | -14.7% | -4.1% | 6.8
(46) CCn1c(CSc2nc3ccccc3s2)n[nH]c1=S
    ? | 20.6 | -10.3% | -1.5% | nt | ? | 12.4
(47) Cc1c(-n2c(SCC(=O)NC(C)C(C)C)nc3ccccc3c2=O)c(=O)n(-c2ccccc2)n1C (configuration not stated)
    2.0% | -4.9 | 1.8% | 11.0% | -7.7% | 8.5% | -1.7
(48) CC1CCc2c(sc(NC(=O)c3ccco3)c2C(=O)O)C1 (configuration not stated)
    1.0% | 126.1* | 21.4% | ? | 15.5% | 0.1% | 39.8*
(49) Cc1cc(C)c(C)c(S(=O)(=O)N2CCN(CC(=O)Nc3ccc([N+](=O)[O-])cc3)CC2)c1C
    -0.9% | -2.1 | 15.9% | 2.5% | -4.0% | 36.6% | 6.0
(50) CCCCn1c(N)c(N(Cc2ccccc2OC)C(=O)COc2ccc(F)cc2Cl)c(=O)[nH]c1=O
    0.4% | 2.4 | ? | 27.7% | -5.6% | -0.8% | -1.2
(51) O=C(Nc1ccccc1Cl)c1ccccc1Oc1ccc(C(F)(F)F)cc1[N+](=O)[O-]
    0.6% | -7.6 | ? | ? | ? | 3.4% | -2.6
(52) O=C(NCc1ccccc1CN1CCCCC1)c1ccc(Cl)cc1N1CCCC1=O
    nt | nt | ? | 11.1% | ? | 1.1% | nt
(53) COc1cc2c(cc1OC)C(/C(C#N)=N\O)=NC(C)(C)C2
    -2.8% | 9.7 | ? | 13.7% | 2.8% | 0.5% | -1.1
(54) Cc1ccc(NC(=O)CS(=O)CC(=O)Nc2cccc(C)c2C)cc1F (configuration not stated)
    9.9% | -1.3 | ? | -4.9% | 46.4%[activator] | -0.1% | -5.5
(55) Cc1ccc(C)c(NC(=O)c2nc(-c3ccccc3)n(-c3ccccc3)n2)c1
    1.5% | -10.3 | 9.28µM* | 13.8% | nt | -5.3% | -1.1
(56) CCCn1nnnc1SCC(=O)N1CCCc2ccccc21
    -2.3% | 108.0* | 71.6%[activator] | -9.7% | 78.3%[activator] | 1.5% | 47.8*
(57) Cn1c(NC(=O)c2ccc(S(=O)(=O)N3CCCCC3)cc2)cc(=O)n(C)c1=O
    3.6% | -19.8 | -26.9% | 31.4%[activator] | -13.3% | -10.7% | -3.6

Compound activity from PubChem.
